Compound activity: PubChem BioAssay, several laboratories
SUMO HTRF inh – inhibitors of human SUMOylation (UBC9); P63279; HTRF SUMOylation assay, SAE1/SAE2 + UBC9, in vitro; inhibition, % at 35 µM; 290,000 tested, 0.36% active; AID 2006; in the data active = inhibition above about 50%, passing the limit was not always enough; also: strong numbers were not always called active
IMP-1 inh – inhibitors of Pseudomonas aeruginosa IMP-1 metallo-beta-lactamase | AID 1556 | inhibition, % at 5.6 µM | purified IMP-1, nitrocefin hydrolysis, epi-absorbance fluorescence | 290,000 tested, 0.45% active;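 active = inhibition above the mean plus 3 SD of all compounds in the same screening run, cut at about 4.5% in these data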;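 also: 0% = IMP-1 with DMSO and 100% = DMSO wells lacking enzyme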
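System – purified recombinant IMP-1 beta-lactamase · Input – IMP-1 dispensed at 0.2 nM · Timing – 15 min preincubation plus 25 min reaction at 25 °C · Signal – Epi-absorbance fluorescence, 480 nm excitation, 530 nm emission · Measure – percent IMP-1 inhibition derived from blank-referenced optical density · Controls – Enzyme-plus-DMSO low control, enzyme-free DMSO high control · Replication – singlicate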
VIM-2 inhibitor – blocks Pseudomonas aeruginosa VIM-2 metallo-beta-lactamase; purified VIM-2, nitrocefin hydrolysis, epi-absorbance fluorescence; inhibition, % at 5.6 µM; 290,000 tested, 0.89% active; AID 1527;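 active = inhibition above the mean of all tested compounds plus 3 SD, cutoff set per screening run, cut at about 7.5% in these data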;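 also: red hydrolysis product quenches plate fluorescence so inhibitors raise well fluorescence; 0% = enzyme with DMSO and 100% = DMSO without enzyme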
IDE cell inh – inhibits human insulin-degrading enzyme in HEK cells. P14735. FAbetaB cleavage, fluorescence polarization. inhibition, % at 5.59 µM. 320,000 tested, 0.41% active;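 active = percent inhibition above the average of all tested compounds plus 3 SD, set per screening campaign, cut at about 16% in these data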;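 also: IDE supplied by intact live HEK cells; FP after avidin binding of uncleaved biotin substrate so inhibition keeps polarization high; 0% = DMSO wells and 100% = 60 µM reference IDE inhibitor Ii1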
CRFBP-R2 block – blocks CRF-induced signaling of the CRF-BP/CRF-R2 complex; HEK293 CRF-R2/CRF-BP, CRF-induced calcium fluorescence; inhibition, % at 11.8 µM; 350,000 tested, 0.59% active;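 active = inhibition of the ligand-induced calcium signal above about 50% at the single tested concentration, limit read from the data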
pCIP destab – lowers stability of the mouse p/CIP coactivator protein; Q05BA5; F442A p/CIP-EGFP cells, EGFP fluorescence, 16 h; decrease of EGFP signal, % at 10 µM; 290,000 tested, 0.01% active;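 active = EGFP signal decrease of at least 30% at 10 µM or well 3 SD below plate mean, unless failing retest; inactive = the rest, including hits failing retest or dose response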; also: some compounds called inactive have numbers as strong as hits; many of its hits are not listed in these tables
Target sequence (Q05BA5 1-1403): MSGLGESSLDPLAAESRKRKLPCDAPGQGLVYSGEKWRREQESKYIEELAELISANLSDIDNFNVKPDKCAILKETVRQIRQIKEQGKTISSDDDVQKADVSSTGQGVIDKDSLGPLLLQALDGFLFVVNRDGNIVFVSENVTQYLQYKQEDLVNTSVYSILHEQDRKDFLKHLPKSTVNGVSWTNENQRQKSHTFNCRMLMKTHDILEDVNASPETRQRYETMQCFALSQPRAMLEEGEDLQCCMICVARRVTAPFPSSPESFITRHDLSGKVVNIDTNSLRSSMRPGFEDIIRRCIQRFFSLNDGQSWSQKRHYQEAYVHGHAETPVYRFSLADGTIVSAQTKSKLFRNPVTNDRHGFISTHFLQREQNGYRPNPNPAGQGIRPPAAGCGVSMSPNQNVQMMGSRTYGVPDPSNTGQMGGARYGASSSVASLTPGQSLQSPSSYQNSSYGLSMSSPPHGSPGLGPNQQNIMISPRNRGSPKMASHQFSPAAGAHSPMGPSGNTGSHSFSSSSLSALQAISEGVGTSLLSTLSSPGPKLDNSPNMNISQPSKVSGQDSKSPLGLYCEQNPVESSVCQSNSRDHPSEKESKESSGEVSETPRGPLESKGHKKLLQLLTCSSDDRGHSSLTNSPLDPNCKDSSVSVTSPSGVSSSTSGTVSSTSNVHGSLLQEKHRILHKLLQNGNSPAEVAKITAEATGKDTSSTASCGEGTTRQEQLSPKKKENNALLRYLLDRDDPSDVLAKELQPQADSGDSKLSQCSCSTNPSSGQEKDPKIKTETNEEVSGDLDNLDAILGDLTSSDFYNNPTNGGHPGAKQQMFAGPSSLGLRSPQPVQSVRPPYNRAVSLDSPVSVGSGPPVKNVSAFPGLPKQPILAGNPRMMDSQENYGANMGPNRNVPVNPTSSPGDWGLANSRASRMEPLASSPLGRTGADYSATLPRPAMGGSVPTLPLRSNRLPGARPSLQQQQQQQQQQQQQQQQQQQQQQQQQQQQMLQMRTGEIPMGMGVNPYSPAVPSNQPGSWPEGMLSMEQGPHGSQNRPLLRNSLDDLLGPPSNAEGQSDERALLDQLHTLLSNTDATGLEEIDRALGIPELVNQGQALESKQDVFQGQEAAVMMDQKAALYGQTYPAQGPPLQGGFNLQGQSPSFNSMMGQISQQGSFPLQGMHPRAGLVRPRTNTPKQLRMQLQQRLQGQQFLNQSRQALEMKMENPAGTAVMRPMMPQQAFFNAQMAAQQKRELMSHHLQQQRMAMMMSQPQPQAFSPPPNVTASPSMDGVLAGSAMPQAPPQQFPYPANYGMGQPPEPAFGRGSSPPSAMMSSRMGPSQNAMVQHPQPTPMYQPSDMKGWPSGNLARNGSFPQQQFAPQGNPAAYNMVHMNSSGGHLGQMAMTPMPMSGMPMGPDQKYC
IDE cell activ – boosts human insulin-degrading enzyme activity in HEK cells | P14735 | FAbeta-B cleavage, fluorescence polarization; 0% vehicle, 100% cell-free pure enzyme wells | activation, % at 5.96 µM | 340,000 tested, 0.073% active | AID 493087;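 active = activation above the mean of all tested compounds plus 3 SD, set per screening campaign, cut at about 17% in these data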
GalR3 antag – human GalR3 antagonism. O60755. HEK293 GalR3-CNG cAMP membrane potential fluorescence; galR3 body fused to GalR1 C-terminus. inhibition, % at 3 µM. 360,000 tested, 0.44% active. AID 651719;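 active = inhibition above the screen-wide average plus 3 SD, cut at about 13% in these data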;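 also: forskolin and galanin both at EC90 stimulate the cells; cAMP rise reported by CNG channel membrane potential dye signal; 0% = forskolin plus galanin with DMSO and 100% = forskolin alone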
NS3 helicase inh – HCV NS3 helicase inhibition; inhibition, % at 10.9 µM; NS3 helicase DNA unwinding, Cy5 molecular beacon fluorescence; 290,000 tested, 0.56% active;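 active = inhibition above the mean of all tested compounds plus 3 SD, set per campaign, cut at about 35% in these data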;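 also: 0% = DMSO wells and 100% = thioflavine S control wells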
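System: Hepatitis C virus NS3 helicase domain fragment enzyme | Reagent: Annealed dual-labelled DNA beacon duplex, ATP-started | Compound dosing: 10.9 µM single point, 0.8% DMSO | Incubation: 1 h reaction at 25 °C, ATP-initiated | Technique: Cy5 fluorescence | Evaluation: Percent inhibition from t60/t0 fluorescence ratio | Benchmarks: Low DMSO, high thioflavine S at 110 µM | Replication: Singlicate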
Active calls of the source: *; nt = not tested or not shown.

SMILES,SUMO HTRF inh,IMP-1 inh,VIM-2 inhibitor,IDE cell inh,CRFBP-R2 block,pCIP destab,IDE cell activ,GalR3 antag,NS3 helicase inh
O=C(Oc1ccc(Br)cc1C(=S)N1CCCC1)c1ccccc1Cl,-33,-2.1,-3.1,2,-34,6,7,-4,7
CCN1CCN(CCCNC(=O)c2ccc3c(c2)NC(=O)/C(=C\c2cccc(C)c2)S3)CC1,6,-2.8,4.1,0,0,4,-8,2,-32
COCCCNC(=O)Cc1ccc(-n2c(C)nc3cccnc32)cc1,0,-1.4,0.6,nt,12,-7,-2,-8,-5
O=C(Nc1ccccc1)c1ccc(OC(=O)c2cc3ccccc3o2)cc1,15,-4.3,-1.2,0,12,12,0,-5,2
O=C1c2ccccc2CN1Cc1ccccc1,-1,-4.7,-2.6,5,-7,1,-1,-5,2
COC(=O)c1cc(OC)c(OC)cc1N1C(=O)CC(C)(C)CC1=O,15,-0.5,0.3,-3,-9,-2,-1,nt,1
Cc1ccc(S(=O)(=O)CCC(=O)NCc2ccccc2F)cc1,nt,nt,nt,0,4,nt,1,-3,nt
CCOC(=O)c1ccc2nc(NC(=O)c3cccs3)sc2c1,35,-1.1,-2.4,3,2,-3,3,1,-6
COc1cc2c(cc1OC)CN(C(=O)c1ccc([N+](=O)[O-])o1)CC2,2,-1.5,0.2,8,16,-6,11,-7,3
CCOC(=O)/C(C)=N/Nc1nc(-c2ccc(NC(C)=O)cc2)cs1,-14,-1.9,-1.5,5,-20,6,nt,-7,-5
CCOc1ccc(NC(=O)CCN2C(=O)c3cccc([N+](=O)[O-])c3C2=O)cc1,9,-1.3,-2.3,nt,14,2,-4,-10,12
CCOC(=O)CNC(=O)CSc1ncnc2c1cnn2Cc1ccccc1,9,-8.0,-2.1,1,-9,-6,3,-8,-6
Cc1ccc(NC(=O)C/C(N)=N/O)cc1Cl,10,-2.1,-2.0,5,36,3,1,-7,-8
N#CC(C#N)=Cc1cc2ccccc2nc1N1CCOCC1,-5,-1.6,-2.3,-3,-33,-4,-2,-5,4
CC(=O)Nc1ccc(NC(=O)C(=O)NCC(c2ccco2)N2CCc3ccccc3C2)cc1 (stereo not drawn),nt,nt,nt,-4,12,nt,4,-1,nt
N#Cc1ccc(-c2csc(NC(=O)C3CC3)n2)cc1,10,-3.8,-2.7,3,-3,-8,9,3,4
O=C(OCC(=O)c1c[nH]c2ccccc12)c1cccc([N+](=O)[O-])c1,nt,nt,nt,-2,8,nt,-2,-3,nt
O=C(C[n+]1ccc(C(=O)NCc2ccccc2)cc1)c1ccc(Cl)cc1,-4,-3.7,-2.6,4,-16,23,2,-1,-83
CN(Cc1ccccc1)S(=O)(=O)c1ccc(S(=O)(=O)N(Cc2ccc(F)cc2)C2CCCC2)cc1,-22,-4.5,-3.2,8,-15,-4,4,-3,1
COc1c(N2CCN(C(=S)Nc3ccccc3F)C(C)C2)c(F)cc2c(=O)c(C(=O)O)cn(C3CC3)c12 (stereo not drawn),14,-2.1,0.7,-3,3,-4,6,-5,-1
N#CCCN(Cc1cccnc1)C(=S)NCc1ccco1,0,-0.8,-1.5,2,-6,6,5,-1,1
CSc1cnc2c(=O)[nH]c(=O)n(C)c2n1,6,-2.0,-0.2,1,4,-13,8,-11,-14
CNS(=O)(=O)c1cccc(C(=O)OCC(=O)c2cc3ccccc3o2)c1,-1,-0.2,-1.0,6,-12,6,-3,-4,-4
Brc1ccccc1OCCCN1CCCC1,0,1.6,-0.2,2,-10,-1,2,-9,15
Cc1ccc(NC(=O)CN2C(=O)NC(C)(CC(C)C)C2=O)c(Br)c1 (stereo not drawn),nt,nt,nt,1,-7,nt,1,1,nt
COc1cc(C2CC(=O)c3cnc(NC(=O)COc4ccccc4)nc3C2)cc(OC)c1OC (stereo not drawn),19,-0.8,-3.2,6,20,-8,-5,-5,7
C=CCSc1nc2ccccc2c(=O)n1Cc1ccccc1,-22,-3.1,-0.2,2,-9,5,6,-3,-17
CC(=O)N=c1sc(C(C)(C)C)c(C)n1C,-2,-3.1,-2.8,-1,12,3,2,1,9
COc1ccc2oc(=N)c(C(=O)Nc3ccc(F)cc3)cc2c1,18,-1.4,-3.5,-4,-7,-4,0,-7,-2
CS(=O)(=O)N1CCN(c2ccc(NC(=O)COc3ccccc3)cc2)CC1,10,-1.1,0.7,2,16,-13,nt,-1,-1
Nc1c(C(=O)c2ccccc2)oc2ccccc12,7,-1.7,-3.0,-1,13,-6,3,-6,1
CC(C(=O)N1CCCCCC1)N(c1ccc(Cl)cc1)S(C)(=O)=O (stereo not drawn),15,-0.3,-0.9,3,22,-165,-2,-10,2
Cc1cccc(CN(C(=S)Nc2c(C)cccc2C)c2cccnc2)c1,21,-0.1,-1.8,-3,14,-3,0,-3,3
CCN1C(=O)c2ccc(C(=O)Nc3c(C)cc(C)cc3C)cc2C1=O,0,-0.8,-1.1,4,-3,-2,1,4,-4
COc1ccccc1N1CCN(c2ncnc3c2oc2ccccc23)CC1,-11,-2.0,-1.8,8,7,-7,-4,-8,0
O=C(O)CCn1cc(/C=N/O)c(-c2cccc([N+](=O)[O-])c2)n1,5,-2.8,-1.9,2,11,13,1,-6,4
C=CCNC(=S)N1CCC(C(=O)c2ccc(C)cc2)CC1,-3,-2.9,-0.1,-1,9,-3,-4,-9,2
CC(C)CNC(=O)c1cccc(NC(=O)Cc2ccc(Br)cc2)c1,21,-3.4,-3.0,6,13,-12,-3,11,-9
CCC(C(=O)NC(C)c1ccccc1)C(=O)NC(C)c1ccccc1 (stereo not drawn),17,-2.9,-2.4,2,3,-4,0,-7,7
CCOc1ccc(NC(=O)CCS(=O)(=O)c2ccc(Br)cc2)cc1,3,16*,-2.5,-1,-5,-10,2,-7,-13
COc1ccc(N2C(=O)CCC(C(C)=O)=C2C)cc1,24,-5.8,-3.6,-4,4,3,0,-4,10
CC1CCCCC1NC(=O)COc1cccnc1[N+](=O)[O-] (stereo not drawn),nt,nt,nt,4,4,nt,1,-2,nt
CCOc1ccc(C(=O)/C=C/c2ccc(SC)cc2)cc1,-3,-1.2,-1.4,-3,28,6,-2,-8,-10
CCOc1ccc(NS(=O)(=O)c2cc(NC(=O)c3cccc(C)c3)ccc2Cl)cc1,-27,-3.2,-1.4,-3,-30,0,0,-5,4
O=C(NC1CCCC1)C(c1cccnc1)N(CCc1ccccc1)C(=O)c1ccco1 (stereo not drawn),8,-1.0,-3.8,0,-9,-8,nt,-7,-6
Cc1ccc(NC2c3ncccc3C(=O)N2C2CCCCC2)cc1C (stereo not drawn),16,-7.9,-4.3,-2,-52,-4,-8,-7,-3
CN(CC(=O)Nc1ccccc1Br)C(=O)CCCSc1nc2ccccc2[nH]1,nt,nt,nt,9,-5,nt,-5,-1,nt
Nc1ccc(Oc2ccc([N+](=O)[O-])cc2[N+](=O)[O-])cc1,-5,-2.8,-2.6,-2,9,5,5,-9,2
CC(C)(C)NC(=O)/C(=C\c1ccco1)NC(=O)c1cccs1,19,-3.0,-4.5,2,-14,-6,2,3,8
CC1CCC(NC(=O)CN2CCN(S(=O)(=O)c3cccs3)CC2)CC1 (stereo not drawn),nt,nt,nt,0,4,nt,0,6,nt

Later entries:
SMILES,SUMO HTRF inh,IMP-1 inh,VIM-2 inhibitor,IDE cell inh,CRFBP-R2 block,pCIP destab,IDE cell activ,GalR3 antag,NS3 helicase inh
O=C(c1ccco1)N1CCN(Cc2nnc(-c3ccccc3)o2)CC1,-1,-2.5,-3.0,0,-12,10,4,-2,5
C=CCn1c(=O)c2c(nc3n2CC(C)CN3Cc2ccccc2)n(C)c1=O (stereo not drawn),8,-3.3,3.7,1,2,-1,-3,3,5
COc1cc(C(=O)O)c2c(c1C)OC(=O)c1c(C)cc(O)c(C=O)c1O2,nt,nt,nt,9,11,nt,2,-8,nt
O=c1cc(O)nc(SCc2ccccc2)[nH]1,9,-5.8,-3.7,-4,-13,-5,1,-4,7
CCOC(=O)c1csc(NC(=O)c2cc(OC)c(OC)c(OC)c2)n1,-8,-3.0,-3.5,4,18,0,1,-3,1
O=C(Oc1cc(=O)n2ccccc2n1)c1ccccc1,2,-3.5,-4.4,-5,20,16,1,0,-1
Cc1ccc(C)c2sc(N3CCN(C(=O)c4ccc([N+](=O)[O-])o4)CC3)nc12,nt,nt,nt,4,9,nt,4,-2,nt
COC(=O)N/N=C/c1ccccc1OCc1ccccc1,6,-0.6,-0.8,-1,13,-10,-3,-8,-2
Cc1cc2c(C)nc(N/N=C/c3ccc(F)cc3)nc2o1,1,0.2,-2.1,2,-11,2,-6,-2,-2
CN(CC(=O)Nc1cccc(F)c1)C(=O)CCCN1C(=O)c2cccc3cccc(c23)C1=O,nt,nt,nt,-2,9,nt,2,-2,nt
Cc1ccc(-n2c(P(C)(=O)O)nc3ccccc32)cc1,-2,-2.5,-2.1,2,10,16,5,-8,-4
CC(=O)Nc1ccc(N2CCCCC2)c(C(=O)Nc2cccc(C)c2)c1,-9,-2.6,-3.0,2,-31,1,-1,-3,-2
COCCNC(=O)CSc1nc(-c2ccc(OC)c(OC)c2)cc(C(F)(F)F)n1,26,-2.1,-3.9,4,-22,0,-4,-1,4
COc1ccc(NC(=O)C(C)N=C2NS(=O)(=O)c3ccccc32)cc1S(N)(=O)=O (stereo not drawn),nt,nt,nt,-1,2,nt,1,-4,nt
COC(=O)c1ccc2c(=O)n(CCCN3CCCC3=O)c(=S)[nH]c2c1,2,-4.6,-2.5,5,19,-1,3,-1,5
CC(OC(=O)CNS(=O)(=O)c1ccc(C#N)cc1)C(=O)Nc1ccc(Cl)cn1 (stereo not drawn),nt,nt,nt,5,6,nt,2,-2,nt
C#CCOCCOCCOCCNc1nc(N2CCN(C(=O)CCCCCCCCCCNC(=O)[C@@H](CCC(=O)O)n3cc(CCCCCN)nn3)CC2)nc(N2CCN(C(=O)CCCCCCCCCCNC(=O)[C@@H](CCC(=O)O)n3cc(CCCCCN)nn3)CC2)n1,nt,nt,nt,-1,-10,nt,1,-1,nt
Clc1ccccc1Cc1noc(CN2CCN3CCCC3C2)n1 (stereo not drawn),16,-3.0,-2.6,6,0,-16,1,-5,12
COc1ccc(CCN2CC(C(=O)N(C)CCOc3ccccc3)CCC2=O)cc1 (stereo not drawn),nt,0.9,1.4,-1,9,0,4,3,-10
O=C(CNc1cccc(C(F)(F)F)c1)N/N=C/c1cn(-c2ccccc2)nc1-c1ccccc1,29,-2.8,-1.9,-3,-48,-4,7,-1,11
